H9c2 TAG inh: inhibitors of triacylglycerol accumulation, primary screen, cell-based, uHTS, fluorescence, H9c2 | inhibition, % at 12.5 µM | 230,000 tested, 0.66% active | AID 651582, 2012 | H9c2 cells, Nile Red lipid (TAG) fluorescence; cells loaded with 200 µM oleic acid;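 active = pattern-corrected inhibition of lipid staining of at least 50% with the nuclear-stain viability signal not falling by more than 50%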;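 also: 0% = DMSO wells and 100% = triacsin C control wells; some results filed as inactive read as strong as hits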
H9c2 TAG inh DAPI viability: second read-out of H9c2 TAG inh, no call of its own (marks repeat the call); DAPI nuclei signal change (viability), lower = more cytotoxic, %;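 whole-well DAPI fluorescence read on a plate reader as a viability signal; minus 50 percent equals half of cells still viable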
Starred values were filed as active, the others as inactive. The list is partial; the hit share may differ from the screen's.

Sequence of screens – H9c2 TAG inh	H9c2 TAG inh DAPI viability
O=C(CNC(=O)c1ccc(Br)o1)NNC(=O)c1ccc(Cl)cc1
  -5	5
COc1ccccc1CCc1nnc(CCC(=O)NCC[C@@H]2C[C@@H]3C=C[C@H]2C3)o1
  -10	-1
Cc1cccc(N(CC(=O)NC2CC3CCC2C3)S(=O)(=O)c2ccccc2)c1 (configuration not stated)
  1	1
CC(=O)Nc1cccc(-c2ccnc3c2CC(C)(C(=O)Nc2ccc(Cl)c(C(F)(F)F)c2)O3)c1 (configuration not stated)
  2	2
CN(C)CCNc1c(N)c(=O)oc2ccccc12
  1	-9
CN(C)c1ccc(N/C=C/C(=O)C(C)(C)C)cc1
  20	-6
C[C@H](CO)N1C[C@H](C)[C@@H](CN(C)S(=O)(=O)c2ccc(Oc3ccccc3)nc2)OCc2cn(nn2)CCCC1=O
  10	-15
COc1cc(NC(=O)Nc2cccn3nc(COCCO)nc23)cc(OC)c1OC
  16	-1
COc1cccc2sc(N(CCCN(C)C)C(=O)COc3ccc(Cl)cc3)nc12
  8	-5
COCCNc1nc(=S)[nH]c2cc(OC)c(OC)cc12
  4	-8
COc1ccccc1OCCCC(=O)Nc1ccc([N+](=O)[O-])cc1Br
  9	7
O=C(c1cnn2c(C(F)(F)F)cc(-c3ccco3)nc12)N1CCCc2ccccc21
  -4	5
Oc1ccc2ccccc2c1CN1CCN(c2ccccc2F)CC1
  -11	10
O=C(NCC1CCCO1)c1ccc2c(c1)C(=O)N(C1CCCCC1)C2=O (configuration not stated)
  18	-2
CCC(=O)Nc1ccc2c(c1)nc(CCN1CCN(c3ccccc3)CC1)n2C
  3	6
CCc1ccc(/C=C2/SC(=S)N(CCC(=O)NCCCN3CCOCC3)C2=O)cc1
  0	-2
O=c1cc2c(nn1Cc1ccc(Cl)cc1)-c1ccccc1CC2
  23	-13
Cc1ccc(F)c(S(=O)(=O)NC(=O)C2(C)CCN2C(=O)Cc2ccccc2Cl)c1 (configuration not stated)
  -1	6
O=C(COC(=O)Cc1ccc(Br)cc1)NCc1ccc(F)cc1
  6	1
C/C=C\C(=O)Nc1cccc(C2=NOC3(C2)C[C@@H](C(N)=O)N(C(=O)c2ccccc2)C3)c1 (some centres not stated)
  11	4
O=Cc1c(NCc2ccc(F)cc2)c2ccccc2[nH]c1=O
  6	-5
C[C@H]1[C@H](NC(=O)C(=NOC(C)(C)C(=O)O)c2csc(N)n2)C(=O)N1S(=O)(=O)O
  -7	-4
Cc1ccc2c(c1)N(CCC(=O)NCc1cccs1)C(=O)C(C)O2 (configuration not stated)
  -25	6
CC(C)(C)OC(=O)N1CCN(C(=O)Cn2cc(CCO)nn2)CC1
  3	0
Cc1ccccc1N1CCN(S(=O)(=O)N(C)C)CC1
  2	5
CC(=O)N1CCc2cc(S(=O)(=O)NC(C(=O)NCc3ccccc3)C(C)C)ccc21 (configuration not stated)
  1	-11
N#Cc1c(C(F)(F)F)cc(-c2ccccc2)nc1SCc1nc(N)nc(N2CCOCC2)n1
  -252	3
O=S(=O)(c1cc(F)ccc1F)N1CCN(c2ncccn2)CC1
  -13	8
COc1cc(C)c(NC(=O)C(=S)NCCc2ccccc2)cc1C
  -15	-8
CC(C)(C)c1ccc(OC(=O)c2cccnc2)cc1
  -17	16
Cc1cc(/C=N/NC(N)=O)c(C)n1-c1ccc(F)cc1
  8	-3
CC(=O)N(C)c1ccc(NC(=O)/C=C/c2ccccc2Cl)cc1
  48	4
COC(=O)c1ccc(CSc2nnc(CS(=O)Cc3ccc(Br)cc3)n2-c2ccccc2)cc1 (configuration not stated)
  -27	10
CC(C)[C@H](Nc1ccc(S(=O)(=O)N2CCOCC2)cc1[N+](=O)[O-])C(=O)OCC(=O)N(C(C)C)C(C)C
  -19	3
O=C(Nc1nnc([C@@H]2C[C@H](O)[C@@H](CO)O2)s1)Nc1ccccc1F
  -19	6
CCC(=O)Nc1ccc(Nc2nc(Cl)nc(Nc3ccc(NC(=O)CC)cc3)n2)cc1
  20	-5
COc1cc(NC(=S)N2CCN(C(c3ccccc3)c3ccccc3)CC2)cc(OC)c1
  -9	-4
O=C(O)/C=C/C(=O)N1CCN(c2ccc(F)cc2)CC1
  0	3
COc1ccc(NS(=O)(=O)c2ccc(O)c(C(=O)OCC(=O)NC(C)C3CC4CCC3C4)c2)cc1 (configuration not stated)
  -4	-1
C[C@H]1CN([C@@H](C)CO)C(=O)c2cc(-c3cccc(F)c3)cnc2O[C@@H]1CN(C)S(C)(=O)=O
  8	-9

Some values from the list.
Reading of `COc1cc(NC(=S)N2CCN(C(c3ccccc3)c3ccccc3)CC2)cc(OC)c1` in H9c2 TAG inh: -9
Reading of `N#Cc1c(C(F)(F)F)cc(-c2ccccc2)nc1SCc1nc(N)nc(N2CCOCC2)n1` in H9c2 TAG inh DAPI viability: 3
Reading of `CC(C)(C)OC(=O)N1CCN(C(=O)Cn2cc(CCO)nn2)CC1` in H9c2 TAG inh DAPI viability: 0
Reading of `O=C(O)/C=C/C(=O)N1CCN(c2ccc(F)cc2)CC1` in H9c2 TAG inh: 0

Further compounds:
Sequence of screens – H9c2 TAG inh	H9c2 TAG inh DAPI viability
COc1ccc2c(=O)c(C(=O)NCc3ccccc3)c[nH]c2c1
  16	0
CCc1ccc(NC2=NCC(=O)N2c2ccc3c(c2)OCCO3)cc1
  3	-10
COc1ccc(-c2cc(C(=O)Nc3ccc(OC)c(OC)c3)[nH]n2)c(C)c1
  -17	-4
Cc1noc(C)c1S(=O)(=O)Nc1ccc(C(=O)N2CCN(c3ccc(Cl)cc3)CC2)cc1
  -20	14
CCc1c(C(=O)N/N=C/c2ccc(C)o2)csc1C
  -20	6
CCN(CC)c1nc(Nc2ccccc2)nc(Oc2ccc(=O)n(C)n2)n1
  15	6
COC(=O)c1ccccc1S(=O)c1snnc1C (configuration not stated)
  15	-4
COc1cccc(C(C)=C2SC(=S)NC2=O)c1
  9	2
Cc1nc(CNC(=O)CC2C(=O)NCCN2Cc2ccc(F)cc2)cs1 (configuration not stated)
  7	-1
CCCc1ccc(S(=O)(=O)N2CCN(C(C)C(=O)NCc3ccccc3)CC2)cc1 (configuration not stated)
  -4	6
Cc1cccc(CS(=O)(=O)Cc2ccc(C(=O)O)o2)c1
  -4	-1
CCOC(=O)c1ccc(Cl)c(S(=O)(=O)N2CCCC2)c1
  -2	-3
CNCC(O)c1ccc(O)c(O)c1 (configuration not stated)
  -8	-1
COC(=O)c1cc(N=Nc2sc(N)nc2C)cc(C(=O)OC)c1
  35	-17
CCCCNc1c(-c2ccc(SC3CCCCC3)c(OC)c2)nc2ccc(C)cn12
  10	151
Cc1cc(C)c(C2=CC(=O)C[C@H](c3ccc4c(c3)OCO4)C2)c(C)c1
  -19	2
O=C(O)CCCC(=O)N1CCN(c2nc(-c3ccccc3)c3ccccc3n2)CC1
  15	5
CCCCNC(=O)c1onc(CSc2ccc(F)cc2)c1C(=O)NCCCC
  10	-1
CC(=O)c1cccc(OC(=O)C2=CC=CN3CCS(=O)(=O)N=C23)c1
  -5	4
Cc1nccc(-c2sc(-c3cccs3)nc2C)n1
  3	90
COc1ccc(NC(=O)CCN2CCOCC2)c(OC)c1
  -8	8
Cc1ccc(C)c(OCCC(=O)OCC(=O)c2ccc3c(c2)NC(=O)CO3)c1
  -8	7
Cc1cc(C(=O)NC2CCCc3c2cnn3-c2ccc(C(C)(C)C)cc2)nn1C (configuration not stated)
  -16	-1
Cc1cc(Cl)ccc1OCCCC(=O)OCC(=O)Nc1cccc(S(N)(=O)=O)c1
  1	4
CCC[C@@H]1C[C@@H](C(=O)N[C@H]([C@@H](C)O)[C@H]2O[C@H](SC)[C@H](O)[C@@H](O)C2O)N(C)C1 (some centres not stated)
  1	1
CCCN1Cc2cccc(C(=O)NCc3ccccc3OC)c2C1=O
  19	8
COc1ccc(Nc2nc(C)cc(=O)[nH]2)cc1
  0	6
CCOc1ccc(N2C(=O)CC(SC(=NC)Nc3cccc(F)c3)C2=O)cc1 (configuration not stated)
  7	-3
CCCOc1ccc(N2CC(C(=O)NCCc3ccc(OC)c(OC)c3)CC2=O)cc1 (configuration not stated)
  7	-16
NS(=O)(=O)c1ccc(N/N=C/c2cn(-c3ccccc3)nc2-c2cccs2)c([N+](=O)[O-])c1
  84	-65
COCCn1c(SCC(=O)Nc2cccc(NC(C)=O)c2)nc2c([nH]c3ccccc32)c1=O
  13	3
O=c1cc(-c2ccccc2)c2ccccc2[nH]1
  -2	4
Cc1nc(N2N=C(c3ccc(Cl)cc3)CC2c2ccco2)sc1C(=O)N(C)C (configuration not stated)
  -3	33
O=C(NCc1ccco1)c1cnn2c(C(F)(F)F)cc(-c3cccs3)nc12
  -6	8
CC(C)n1nc(C(=O)NCCCN2CCCC2=O)c2ccccc2c1=O
  7	1
CC(C)(C)N(Cc1ccccc1)C(=O)c1cc2ccccc2o1
  -17	1
CC1(C)OCC(C2CC(c3ccccc3)NS(=O)(=O)O2)O1 (configuration not stated)
  -27	-4
Cc1c(-c2cc(C(=O)O)c3ccccc3n2)cnn1C
  -4	1
CN(C)CCOCCOc1ccc(Cl)cc1Br
  -6	2
O=C(NCc1ccccc1Cl)c1ccc2c(c1)SC1=NS(=O)(=O)CCN12
  11	11

Structures listed so far with a COOH group:
Sequence of screens – H9c2 TAG inh	H9c2 TAG inh DAPI viability
C[C@H]1[C@H](NC(=O)C(=NOC(C)(C)C(=O)O)c2csc(N)n2)C(=O)N1S(=O)(=O)O
  -7	-4
O=C(O)/C=C/C(=O)N1CCN(c2ccc(F)cc2)CC1
  0	3
Cc1cccc(CS(=O)(=O)Cc2ccc(C(=O)O)o2)c1
  -4	-1
O=C(O)CCCC(=O)N1CCN(c2nc(-c3ccccc3)c3ccccc3n2)CC1
  15	5
Cc1c(-c2cc(C(=O)O)c3ccccc3n2)cnn1C
  -4	1

Remaining list, next part
Sequence of screens – H9c2 TAG inh	H9c2 TAG inh DAPI viability
Clc1ccc2c(c1)-c1ccccc1C1=NCCN12
  114	-81
Cc1cc(C)c(NC(=O)c2ccc3c(c2)NC(=O)C(C)S3)c(C)c1 (configuration not stated)
  -1	-3
Cc1cccc2c1N(CCOc1ccccc1)C(=O)C2=O
  34	-17
COc1ccc(N(CC(=O)NC2CCCC2)C(=O)CCC(=O)Nc2cc(C)on2)c(OC)c1
  2	-2
CCn1c(=O)[nH]c2ccccc2c1=O
  -14	8
CC(C)N(C(=O)COC(=O)c1ccc(Cl)nc1)C(C)C
  16	-11
O=S(=O)(Nc1nccs1)c1ccc(NCc2cc(Br)cc(Br)c2O)cc1
  -10	-5
COc1ccccc1C(=O)NC(=O)Cn1nc(C)c([N+](=O)[O-])c1C
  -7	6
Cc1nn(-c2ccccc2)c(C)c1NC(=O)COC(=O)[C@@H](NC(=O)c1ccccc1)C(C)C
  -11	-8
COc1ccc(C2c3ccc4ccccc4c3Oc3ncn(Cc4ccco4)c(=N)c32)cc1OC (configuration not stated)
  23	25
O=C(CSc1ncnc2nc[nH]c12)NCCc1ccccc1
  6	-2
O=C(CCN1C(=O)S/C(=C\c2ccc(Cl)cc2)C1=O)Nc1ccc(C(=O)O)cc1
  6	-6
Cn1c(SCC(=O)NCc2cccs2)nnc1-c1cccs1
  -20	9
Cc1cc(NC(=O)CSCC(=O)Nc2ccccc2OC(F)F)no1
  -9	-3
COc1ccc(OC)c(-c2csc(N(Cc3ccco3)C(=O)c3cccs3)n2)c1
  16	-3
CCOC(=O)Cc1cc(=O)n2[nH]cc(-c3ccc(Cl)cc3)c2n1
  13	8
CCOC(=O)c1[nH]c2ccc(OC)cc2c1NC(=O)CCN1CCc2ccccc2C1
  -3	11
O=C(O)C1=C[C@@H](c2ccccc2)C[C@@H](OCc2ccc(CO)cc2)O1
  -3	-6
CCCCCC(=O)Nc1ccc(-c2nnc3n2CCCCC3)cc1
  5	-2
Cc1ccc(C)c(OCCC(=O)OC(C)C(=O)Nc2c(C)n(C)n(-c3ccccc3)c2=O)c1 (configuration not stated)
  -6	-3
CN(C(=O)CSc1nnc(COc2ccccc2F)n1N)C1CCCCC1
  -2	-6
CC(C)c1cc(C(=O)O)c2ccccc2n1
  0	2
CN(C(=O)c1ccccc1C(=O)OCC(=O)NCc1cccs1)C1CCCCC1
  -25	3
CCc1ccc2c(COn3nnc4ccc(S(=O)(=O)N(C)C)cc43)cc(=O)oc2c1
  -7	9
O=C(CN1CCC(Cc2ccccc2)CC1)NCCc1ccc(F)cc1
  -8	10
CNC(=O)c1sccc1Oc1ccc(F)cc1[N+](=O)[O-]
  4	-13
Cc1ccc(N(C(=O)C2CCC(=O)N2)C2(C(=O)NC3CCCCC3)CCCCC2)cc1 (configuration not stated)
  0	-1
Cc1ccsc1CNC(=O)c1c(-c2ccccc2)noc1C
  -4	0
Cc1ccc(-c2nc3ccc(Br)cn3c2CC(C)(C)C)cc1
  -18	5
CCO[C@@H]1OC(C(=O)O)=C[C@H](C2CCCCC2)[C@H]1CCCO
  -1	3
Cc1cc(Cl)c2cc3ccccc3cc2n1
  1	6
Cc1noc(C)c1COC(=O)c1cccc(S(=O)(=O)N2CCOCC2)c1
  -6	-3
O=C(Nc1ccccc1N1CCCC1)c1cccnc1
  -1	-10
Cc1c(C(=O)O)oc2ccc(S(=O)(=O)N3CCCCC3C(=O)O)cc12 (configuration not stated)
  4	2
CC1(C(=O)NS(=O)(=O)c2cccc(F)c2)CCN1C(=O)CCc1ccccc1 (configuration not stated)
  11	-1
COc1ccc(/C=C/C(=O)OCC(=O)Nc2ccc(Cl)cn2)cc1
  -5	8
Cc1ccc(S(=O)(=O)N2c3ccccc3NC(=O)C2CC(=O)Nc2ccccc2)cc1 (configuration not stated)
  -19	10
Cc1ccc(C(=O)Nc2cc3c(oc2=O)CCCC3=O)cc1
  -16	0
O=C(CSc1nnc(-c2ccc(Cl)cc2Cl)n1C1CCCCC1)N1CCCC1
  18	-10
